T cell modulator = T cell immune modulators affecting CD8 T cell-vesicle binding. AID 2052. 0.068% of 330,000 active. 2C CD8+ T cell-vesicle binding, flow cytometry; active compounds read low. calls only at 7 µM;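 active = response, share of CD8 T cells binding vesicles, and their 90th percentile fluorescence all below set limits, cut at about 80% in these data, passing the limit was not always enough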
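Also added: QL9-peptide-loaded Drosophila micro-vesicles bearing Ld, ICAM-1 and B7-1; Test system: purified 2C TCR transgenic mouse naive CD8+ T cells; Measured by: cytometric PE anti-B7-1 and Alexa647 anti-CD8 signals after 1% paraformaldehyde fixation; Timing: binding step 1.5 h, 37 °C, antibody labelling 20 min, ice.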
West Nile virus CPE = West Nile virus antiviral activity, cell-based, CPE readout (AID 1621) | West Nile virus-infected cells, CPE inhibition; higher % means a stronger effect | CPE inhibition, % at 10 µM; hits with a dose series show IC50 in µM | 0.02% of 290,000 active; in the data active = a potency from the dose series; inconclusive = CPE inhibition mostly from about 3.7% at the one dose, without a potency; inactive = the rest, 99 in 100 with CPE inhibition below about 2.2%; note: strong numbers were not always called active
RSV CPE inhibition = inhibition of RSV-induced cytopathic effect – HEp-2 cells, primary 10 µM value included (AID 2391); 0.13% of 310,000 active; HEp-2 cells, RSV-induced CPE inhibition; higher % means a stronger effect; CPE inhibition, % at 10 µM, or IC50 in µM where a hit was titrated; in the data active = a potency from the dose series; inconclusive = CPE inhibition mostly from about 23% at the one dose, without a potency; inactive = the rest, 99 in 100 with CPE inhibition below about 21%; note: strong numbers were not always called active
M17LAP inhibition = P. falciparum M17LAP inhibitors, primary screen, biochemical, fluorogenic H-Leu-NHMec substrate, 1536-well (AID 1619); recombinant M17LAP, H-Leu-NHMec fluorogenic kinetic assay; higher % means a stronger effect; inhibition, % at 30 µM, or IC50 in µM where a hit was titrated; 0.38% of 220,000 active;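 active = compound inhibiting the enzyme by more than half at any dose during confirmatory dose-response retesting; inconclusive = strong single-dose inhibitors picked by rank but not retested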;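 note: plate controls were full reaction with DMSO carrier for no effect and no enzyme background for full effect; strong numbers were not always called active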
K1F lysis inhibition = inhibition of K1F phage lysis, E. coli UTI89, bacterial capsule biogenesis inhibitors, alamar blue (AID 488966). E. coli UTI89 K1F phage lysis, alamar blue, 2 h; higher % means a stronger effect. one-dose inhibition, % at 100 µM; IC50 in µM for titrated hits. 0.02% of 340,000 active;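 active = phage lysis inhibition, versus mean bacterial control, above a set limit; inconclusive = no clear call, values can overlap the other calls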;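 note: capsule biogenesis inhibitors block K1F phage lysis so surviving cells raise fluorescence; higher fluorescence means more inhibition of phage lysis; actives were called in the ten point dose series up to 300 µM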
P. falciparum M1AAP = P. falciparum M1AAP inhibitors, biochemical, fluorogenic H-Leu-NHMec substrate, 1536-well (AID 1445); recombinant M1AAP, H-Leu-NHMec fluorogenic kinetic assay; higher % means a stronger effect; inhibition, % at 30 µM, or IC50 in µM where a hit was titrated; 0.42% of 220,000 active;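 active = primary inhibition above the hit cutoff, then over 50% inhibition at one or more dose response concentrations, cut at about 23% in these data, passing the limit was not always enough; inconclusive = conflicting primary data, or primary hits not chosen for dose response; inactive = low primary inhibition, or under 50% at every dose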;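 note: plate controls were DMSO full reaction for no effect and no enzyme background for full effect; strong numbers were not always called active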
TNAP activation fold = stimulation of alkaline phosphatase TNAP activity – biochemical, luminescent, no phosphate acceptor, uHTS, primary screen (AID 1001) | purified TNAP, luminescent activation assay, no phosphate acceptor; higher activation fold means a stronger effect | one-dose activation fold at 20 µM; EC50 in µM for titrated hits | 0.03% of 200,000 active; in the data active = activation fold from about 3, or a potency from the dose series; inactive = the rest, 99 in 100 with activation fold below about 1.6; note: many of its hits are not listed in these tables
human PMI inhibitors = human PMI inhibitors, high substrate, primary screen, biochemical, fluorescence intensity, high mannose 6-phosphate (AID 1220) | one-dose inhibition, % at 20 µM; IC50 in µM for titrated hits | 0.66% of 190,000 active | recombinant PMI enzyme, coupled fluorescence intensity; higher % means a stronger effect
human PMI inhibition = inhibitors of human PMI, primary screen, biochemical, fluorescence intensity, coupled assay (AID 1209). one-dose inhibition, % at 20 µM; IC50 in µM for titrated hits. purified PMI enzyme, coupled fluorescence intensity; higher % means a stronger effect. 0.42% of 190,000 active;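 note: plate controls were DMSO vehicle for no effect and wells lacking substrate for full effect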
T cell modulator vesicle-bound % = second read-out of T cell modulator, no call of its own (marks repeat the call); double positive events, %; measured here: CD8+ vesicle-bound cell fraction;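 binding gate set so that unloaded-vesicle control wells show 10% double positive cells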
* marks the source's active call; other numbers are inactive results; i = inactive; u = inconclusive; x = no result given; [ ] = another dose, or the depositor's remark. Cut-off read from the data, not from the text of the source, unless noted: active = inhibition above about 50%; inactive = the rest.

SMILES	T cell modulator	T cell modulator vesicle-bound %	West Nile virus CPE	RSV CPE inhibition	M17LAP inhibition	K1F lysis inhibition	P. falciparum M1AAP	TNAP activation fold	human PMI inhibitors	human PMI inhibition
CCCC(C)C(=O)OCC(=O)Nc1ccc(Br)cc1 (stereo not drawn)	i	33	0.4%	-2.0%	-2%	x	0%	1.1	-6%	-16%
Cc1ccccc1-n1c(C)c(C#N)c(=O)c(-[n+]2ccccc2)c1[S-]	i	18	0.3%	0.9%	3%	0.1%	4%	1.1	-71%	-40%
CCc1ccc(NC(=O)/C(C#N)=C/c2ccncc2)cc1	i	52	-0.9%	4.6%	x	-0.3%[50 µM]	x	x	x	x
Cc1ccc2c(c1)C(c1ccc(F)cc1)N(C(=O)c1cc3ccccc3oc1=O)CC(=O)N2 (stereo not drawn)	i	45	x	3.2%	4%	0.4%	0%	1	5%	5%
O=C(COC(=O)c1ccc(O)cc1)Nc1ccc(OC(F)F)cc1	i	28	0.2%	-0.4%	28%	0.6%	4%	1.2	1%	1%
COC(=O)c1cc2c(ccn2-c2ccc(F)cc2)n1Cc1ccc(OC)cc1	i	56	-0.1%	6.2%	-19%	5.0%	8%	1.2	7%	12%
COc1cc(NC(=S)N2CCN(c3ccccn3)CC2)c(OC)cc1Cl	i	41	-0.8%	2.3%	5%	2.3%	4%	1.2	19%	13%
COc1ccc(OCc2nnc(SCC(N)=O)n2N)cc1	i	8	-0.1%	1.4%	-6%	-0.2%	6%	1.2	5%	0%
COc1ccc(Cc2n[nH]c(=S)n2-c2ccc3c(c2)OCCO3)cc1	i	17	0.6%	-0.1%	-11%	0.3%	-2%	1.2	-1%	4%
CCOC(=O)N1CCN(C(=O)CS(=O)(=O)c2cn(Cc3ccc(Cl)cc3)c3ccccc23)CC1	i	16	-0.5%	0.8%	-1%	0.4%	5%	1.1	16%	13%
CCCC(c1nnnn1CCc1ccccc1)N1CCC(C(N)=O)CC1 (stereo not drawn)	i	26	-0.3%	2.1%	-2%	0.3%	-6%	1.1	2%	2%
CN(C1CCCCC1)S(=O)(=O)c1ccc(S(=O)(=O)N2CCN(C(=O)c3ccccc3F)CC2)cc1	i	22	-0.1%	2.6%	-5%	-0.7%	4%	1	8%	11%
COc1ccc(CCNC(=O)NS(=O)(=O)c2ccc(C)cc2)cc1OC	i	23	0.3%	0.4%	x	0.1%	x	x	x	x
Cc1c(Cl)cccc1N1C(=O)CC(N(O)c2ccccc2)C1=O (stereo not drawn)	i	61	0.0%	-0.1%	8%	1.0%	2%	1.2	7%	14%
COc1ccc(C(=O)Nc2cccc(N(C)S(C)(=O)=O)c2)cc1OC	i	30	0.0%	3.7%	-8%	0.3%[50 µM]	-6%	1.1	10%	6%
COc1ccc(/C=C/c2nnc(NC(=O)C(C)C)s2)cc1	i	33	0.0%	3.4%	5%	10%	4%	x	x	x
CCOC(=O)C1CCN(C(=O)c2cccs2)CC1	i	43	-0.5%	0.6%	x	0.1%	x	1	-1%	-2%
CCN(CC(=O)NCc1ccncc1)S(=O)(=O)c1ccc(OC)cc1	i	6	-0.5%	1.2%	x	0.3%	x	x	x	x
CCOC(=O)Cc1nnc(Nc2cccc(O)c2)c2ccccc12	i	26	0.0%	2.9%	19%	-0.1%	6%	1.2	2%	1%
Cn1c(SCC(=O)N2CCOCC2)nc2cccnc21	i	62	0.2%	1.0%	1%	i	9%	1.1	9%	1%
CC(C)CCc1noc(CN2CCN(CC(=O)NC(C)C)CC2)n1	i	21	-1.1%	7.0%	0%	0.2%	-6%	x	x	x
C/C(=C\C(=O)c1c(O)cc(C)oc1=O)N(C)C	i	63	x	0.0%	8%	x	2%	1.1	6%	0%
Cc1ccccc1Cn1cnc2ccccc21	i	57	-1.1%	-0.2%	15%	0.0%	5%	1	0%	1%
O=C(C1CCN(S(=O)(=O)c2ccc(Br)s2)CC1)N1CCc2ccccc21	i	48	0.4%	u	7%	-0.5%[50 µM]	0%	1.1	2%	8%
COc1ccc(C)cc1N(C(=O)CNC(=O)c1ccco1)C(C(=O)NCC1CCCO1)c1ccccc1 (stereo not drawn)	i	46	-0.7%	1.9%	x	0.5%	x	x	x	x
COC(=O)C1=C(C)NC2=C(C(=O)CC(C)(C)C2)C1c1ccccn1 (stereo not drawn)	i	38	-0.3%	1.7%	-37%	1.5%[50 µM]	13%	1	8%	7%
CN(C(=O)CC1C(=O)NCCN1CC1CCCCC1)C1CCOCC1 (stereo not drawn)	i	18	-0.4%	0.5%	-15%	0.8%	-1%	x	x	x
O=C(c1ccc(Cl)cc1)N(c1ccccn1)C1CCCCC1	i	38	-0.5%	1.7%	0%	0.0%	-2%	1.1	2%	1%
O=C(NNC(=S)NC(=O)c1ccccc1)c1ccc([N+](=O)[O-])cc1	i	51	-1.5%	-2.4%	x	3.1%	x	x	x	x
Cc1cc(C)n2nc(C(=O)Nc3cccc(S(=O)(=O)N4CCCC4)c3)nc2n1	i	8	-0.2%	3.0%	x	0.1%	x	x	x	x

Some of the entries so far, as a markdown table.
| Structure | T cell modulator | T cell modulator vesicle-bound % | West Nile virus CPE | RSV CPE inhibition | M17LAP inhibition | K1F lysis inhibition | P. falciparum M1AAP | TNAP activation fold | human PMI inhibitors | human PMI inhibition |
| --- | --- | --- | --- | --- | --- | --- | --- | --- | --- | --- |
| COc1ccc(CCNC(=O)NS(=O)(=O)c2ccc(C)cc2)cc1OC | i | 23 | 0.3% | 0.4% | x | 0.1% | x | x | x | x |
| Cc1c(Cl)cccc1N1C(=O)CC(N(O)c2ccccc2)C1=O (stereo not drawn) | i | 61 | 0.0% | -0.1% | 8% | 1.0% | 2% | 1.2 | 7% | 14% |
| COc1ccc(C(=O)Nc2cccc(N(C)S(C)(=O)=O)c2)cc1OC | i | 30 | 0.0% | 3.7% | -8% | 0.3%[50 µM] | -6% | 1.1 | 10% | 6% |

Other results
SMILES	T cell modulator	T cell modulator vesicle-bound %	West Nile virus CPE	RSV CPE inhibition	M17LAP inhibition	K1F lysis inhibition	P. falciparum M1AAP	TNAP activation fold	human PMI inhibitors	human PMI inhibition
CN(C(=S)Oc1ccc(C(=O)Nc2ccccc2)cc1)c1ccccc1	i	23	-1.8%	2.9%	-10%	1.1%[50 µM]	1%	1	12%	25%
CC(=O)Oc1ccc(C(=O)NCCc2ccccc2)cc1	i	56	0.4%	-1.3%	15%	-1.1%	0%	1.1	5%	1%
COc1cc(C(=O)NC(=S)Nc2ccc3oc(=O)ccc3c2)cc(OC)c1OC	i	31	1.0%	2.4%	10%	-0.2%	-6%	1.1	10%	16%
Cc1cc(Nc2ccc(F)cc2Cl)n2nc(C)nc2n1	i	67	-0.2%	0.2%	5%	1.9%	4%	1.2	-9%	-5%
COc1ccc(C(C(=O)NC(C)(C)C)N(C(=O)CCC(=O)Nc2cc(C)on2)c2cccc(F)c2)cc1 (stereo not drawn)	i	31	-1.4%	3.9%	x	0.0%	x	x	x	x
CN(C(N)=S)c1ccccc1	i	56	0.2%	-0.5%	-11%	0.6%	1%	1	-6%	-14%
Cc1cc(C)nc(Nc2n[nH]c(-c3ccccc3N)n2)n1	i	46	0.1%	1.2%	x	0.9%	x	x	x	x
COc1ccc(NC(=O)/C(C#N)=C/c2cccnc2)c(OC)c1	i	52	-0.3%	2.0%	x	1.1%[50 µM]	x	x	x	x
COc1cccc2cc(-c3cc(=O)oc4ccc(O)cc34)oc12	i	25	-0.7%	-0.1%	x	-1.5%[50 µM]	x	x	x	x
COc1ccc(-n2c(C)ccc2-c2ccccc2)cn1	i	15	-0.8%	1.9%	x	0.1%	x	x	x	x
NC(=O)c1ccc(Oc2ncc(C(F)(F)F)cc2Cl)cc1	i	64	-0.7%	1.9%	-2%	0.2%	-1%	1.1	-19%	-41%
Cc1ccc(N(C(=O)c2csnn2)C(C(=O)NC2CCCC2)c2ccncc2)c(C)c1 (stereo not drawn)	i	44	-0.2%	-0.4%	x	-0.3%	x	x	x	x
O=C(CSC(=S)N1CCN(c2ccccc2)CC1)Nc1nc(-c2ccccc2)c(-c2ccccc2)o1	i	64	-0.2%	2.9%	3%	0.1%	-4%	1.2	-6%	-8%
O=C(COc1c(Cl)cccc1Cl)Nc1ccccc1N1CCCC1	i	48	0.6%	15%	x	0.2%	x	x	x	x
O=[N+]([O-])c1cc(S(=O)(=O)NCCN2CCOCC2)ccc1Cl	i	18	-0.3%	1.4%	x	-0.7%	x	x	x	x
Cc1nnc(SCC(=O)c2c(N)n(C)c(=O)n(C)c2=O)n1Cc1ccccc1	i	53	0.5%	-1.6%	-12%	0.1%	0%	1.2	-4%	-3%
Cc1cccc(C)c1NC(=O)c1cccc2c1C(=O)N(C1CCCCC1)C2	i	10	-0.1%	u	x	5.0%	x	x	x	x
O=C1NC(c2cccnc2)C(C(=O)c2cccs2)C(O)(C(F)(F)F)N1 (stereo not drawn)	i	23	0.6%	0.4%	-3%	0.1%	3%	1.1	8%	8%
COc1ccc(OC)c(S(=O)(=O)NC(C)c2cnn(-c3ccccn3)c2C)c1 (stereo not drawn)	i	32	0.0%	0.5%	x	-0.2%	x	x	x	x
Cc1ccc2[nH]c(=O)c(CNC(C)C)cc2c1	i	34	0.5%	1.2%	10%	0.6%	11%	1	24%	6%
O=C(O)CC(NC(=O)C12CC3CC(CC(C3)C1)C2)c1ccc(F)cc1 (stereo not drawn)	i	37	-0.2%	13%	x	-0.1%	x	x	x	x
Cc1cc(O)c(-c2cc(C(=O)Nc3cccnc3)[nH]n2)cc1C	i	56	-0.8%	1.4%	-2%	0.3%	4%	x	x	x
CC(=O)NCC(=O)NC(C(=O)Nc1ccc2c(c1)OCCO2)c1ccc(C)cc1 (stereo not drawn)	i	42	-0.7%	0.9%	3%	-2.1%	13%	1.1	0%	5%
Cc1nnc(C)n1/N=C/c1ccc(O)cc1	i	38	0.1%	0.9%	21%	0.2%	7%	1.1	-4%	-6%
O=C(CSCc1ccc(Cl)cc1)Nc1ccccc1C(=O)N1CCOCC1	i	40	-0.3%	-0.1%	2%	1.6%	1%	1.1	-9%	-4%
CC1(C)CC(=O)C2=C(C1)Oc1ncn(CCO)c(=N)c1C2c1ccccc1 (stereo not drawn)	i	9	0.0%	-1.2%	2%	0.6%	5%	1.1	0%	-2%
COc1ccc(N2CCN(CC(=O)Nc3ccc(C)c(C)c3)CC2)cc1	i	44	-1.2%	-0.7%	x	0.0%	x	x	x	x

High-throughput results (PubChem BioAssay)
